# Source: PubChem
# IMP-1 inh – blocks Pseudomonas aeruginosa IMP-1 metallo-beta-lactamase | purified IMP-1, nitrocefin hydrolysis, epi-absorbance fluorescence | inhibition, % at 5.6 µM | 0.45% of 290,000 active;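 active = inhibition above the mean plus 3 SD of all compounds in the same screening run, cut at about 4.5% in these data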;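 also: 0% = IMP-1 with DMSO and 100% = DMSO wells lacking enzyme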
#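 Test system: recombinant IMP-1 enzyme, purified / Medium: HEPES buffer pH 7.1 with ZnSO4 and Brij 35 / Doses: single dose, 5.6 µM / Times: 25 °C, 15 min preincubation, 25 min reaction / Detection: Epi-absorbance via hydrolysed-nitrocefin quenching of white-plate fluorescence, 480/530 nm, EDTA stop / Evaluation: percent inhibition from optical density relative to buffer-blank wells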
# PHOSPHO1 block – blocks human PHOSPHO1 phosphatase activity; Q8TCT1; inhibition, % at 13.3 µM; 1.1% of 290,000 active; recombinant PHOSPHO1, absorbance phosphatase assay; in the data active = inhibition above about 60%
# Target sequence (Q8TCT1 whole entry, looked up): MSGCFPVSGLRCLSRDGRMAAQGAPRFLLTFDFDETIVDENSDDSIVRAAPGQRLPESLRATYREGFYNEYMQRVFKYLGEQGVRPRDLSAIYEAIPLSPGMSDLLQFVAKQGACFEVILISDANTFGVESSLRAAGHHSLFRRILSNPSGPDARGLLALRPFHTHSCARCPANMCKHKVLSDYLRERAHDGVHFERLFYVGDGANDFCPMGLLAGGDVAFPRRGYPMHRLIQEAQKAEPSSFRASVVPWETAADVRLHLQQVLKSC
# IDE act – boosts human insulin-degrading enzyme activity in HEK cells | P14735 | activation, % at 5.96 µM | 0.073% of 340,000 active | FAbeta-B cleavage, fluorescence polarization; 0% vehicle, 100% cell-free pure enzyme wells | AID 493087;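 active = activation above the mean of all tested compounds plus 3 SD, set per screening campaign, cut at about 17% in these data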
# MEKK3 PB1 HTS – modulators (inhibitors or enhancers) of MEK5 binding to human MEKK3 PB1 domain; Q99759; bead-based flow cytometry, Alexa488-MEK5 binding to MEKK3; actives lie on both sides; 0 = blocked by unlabeled MEK5, 100 = vehicle; binding response (% of control), % at 10 µM; 1.4% of 290,000 active; AID 1529;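 active = binding response more than 3 SD above or below the average of its plate-row segment, actives on both sides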;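 also: Alexa488 bead fluorescence after subtracting the streptavidin-only scavenger bead signal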
# Target sequence (Q99759 whole entry, looked up, the tested form may be a part): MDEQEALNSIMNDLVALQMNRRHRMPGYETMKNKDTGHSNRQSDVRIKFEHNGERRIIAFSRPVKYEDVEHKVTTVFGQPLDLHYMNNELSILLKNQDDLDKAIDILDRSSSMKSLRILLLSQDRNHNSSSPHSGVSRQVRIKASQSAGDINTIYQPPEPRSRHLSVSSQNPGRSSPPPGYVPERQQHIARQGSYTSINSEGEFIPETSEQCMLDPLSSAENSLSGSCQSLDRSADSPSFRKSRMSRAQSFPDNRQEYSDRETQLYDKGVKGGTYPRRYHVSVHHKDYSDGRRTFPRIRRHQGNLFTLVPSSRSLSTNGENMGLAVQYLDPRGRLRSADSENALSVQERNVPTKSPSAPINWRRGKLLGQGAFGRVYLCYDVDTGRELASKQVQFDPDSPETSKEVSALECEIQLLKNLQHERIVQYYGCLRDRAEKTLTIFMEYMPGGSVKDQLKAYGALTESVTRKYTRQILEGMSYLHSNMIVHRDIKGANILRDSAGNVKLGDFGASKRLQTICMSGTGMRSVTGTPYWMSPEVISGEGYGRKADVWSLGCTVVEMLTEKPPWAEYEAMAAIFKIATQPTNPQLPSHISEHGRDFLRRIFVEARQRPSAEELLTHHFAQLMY
# HCV NS3 hel inh – HCV NS3 helicase inhibition; NS3 helicase DNA unwinding, Cy5 molecular beacon fluorescence; inhibition, % at 10.9 µM; 0.56% of 290,000 active;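 active = inhibition above the mean of all tested compounds plus 3 SD, set per campaign, cut at about 35% in these data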;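 also: 0% = DMSO wells and 100% = thioflavine S control wells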
#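 System: HCV NS3 helicase fragment; control set: DMSO and thioflavine S; technique: Cy5 fluorescence at 0 and 60 min, beacon hairpin quenching; reagent: beacon DNA duplex substrate plus ATP; replicates: singlicate; schedule: 1 h reaction at 25 °C, ATP-initiated; medium: MOPS buffer pH 6.5 with MgCl2, DTT, Tween20, BSA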
# SUMO HTRF inh – inhibitors of human SUMOylation (UBC9); HTRF SUMOylation assay, SAE1/SAE2 + UBC9, in vitro; inhibition, % at 35 µM; 0.36% of 290,000 active; AID 2006; P63279; in the data active = inhibition above about 50%, passing the limit was not always enough; also: strong numbers were not always called active
# Target sequence (P63279 whole entry, looked up): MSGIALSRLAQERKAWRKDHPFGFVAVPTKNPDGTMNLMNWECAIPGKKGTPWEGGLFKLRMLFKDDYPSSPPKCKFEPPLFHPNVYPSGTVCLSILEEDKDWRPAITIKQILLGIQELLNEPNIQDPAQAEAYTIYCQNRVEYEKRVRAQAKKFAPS
# FID counter – displaces DNA intercalator in HCV helicase counter-screen; inhibition, % at 7.9 µM; DNA fluorescent intercalator displacement, fluorescence; 0.17% of 290,000 active; in the data active = inhibition above about 37%;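 also: 0% = vehicle and 100% = reference compound; higher means more ethidium bromide displaced from hairpin DNA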
# VIM-2 inhibitor – inhibitors of Pseudomonas aeruginosa VIM-2 metallo-beta-lactamase; purified VIM-2, nitrocefin hydrolysis, epi-absorbance fluorescence; 0.89% of 290,000 active; inhibition, % at 5.6 µM;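 active = inhibition above the mean of all tested compounds plus 3 SD, cutoff set per screening run, cut at about 7.5% in these data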;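 also: red hydrolysis product quenches plate fluorescence so inhibitors raise well fluorescence; 0% = enzyme with DMSO and 100% = DMSO without enzyme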
# pCIP destab – p/CIP protein destabilization; Q05BA5; F442A p/CIP-EGFP cells, EGFP fluorescence, 16 h; decrease of EGFP signal, % at 10 µM; 0.01% of 290,000 active; AID 1984;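 active = EGFP signal decrease of at least 30% at 10 µM or well 3 SD below plate mean, unless failing retest; inactive = the rest, including hits failing retest or dose response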; also: some compounds called inactive have numbers as strong as hits; many of its hits are not listed in these tables
# Numbers without * were called inactive; x = not tested or not shown. Some of the compounds tested (hit frequency here may not be typical).
compound	IMP-1 inh	PHOSPHO1 block	IDE act	MEKK3 PB1 HTS	HCV NS3 hel inh	SUMO HTRF inh	FID counter	VIM-2 inhibitor	pCIP destab
CC(=O)Nc1ccccc1Sc1ccc2c3c(cccc13)C(=O)N(c1ccc(C)cc1)C2=O	-1.4	-12	0	91	18	0	-4	-4.0	-1
O=C(O)CCSc1nc2ccccc2n1CCOc1ccccc1	-4.2	53	2	103	21	4	-40	-4.7	-1
Cc1ccc(NCc2nc(SCC(=O)Nc3ccccc3)n[nH]2)cc1	-6.1	40	9	111	-3	11	-7	-3.0	-12
Cc1ccc2nc(-c3ccccc3NC(=O)CCC(=O)O)c(=O)[nH]c2c1	0.0	34	8	106	21	0	-7	1.8	-12
O=C1CCCC2=C1C1(O)C(=O)c3ccccc3C1(O)O2 (stereo not given)	-1.1	15	2	102	0	31	1	-3.3	-21
CCC1Oc2ccc(C)cc2N(CC(=O)N2CCOCC2)C1=O (stereo not given)	-4.0	27	6	99	18	8	-17	-6.1	-10
CCN(CC)S(=O)(=O)c1cccc(C(=O)OCC(=O)NC(C)c2ccccc2)c1 (stereo not given)	-3.9	12	-7	106	7	-22	-21	-3.2	-1
Cc1ccc2[nH]c(=O)c(C(c3nnnn3C(C)(C)C)N3CCN(C(=O)c4ccco4)CC3)cc2c1 (stereo not given)	-0.2	32	-7	93	-4	-1	-6	-4.7	-9
CCn1c(SCC(=O)O)nc2ccccc21	-4.5	30	0	105	15	6	3	-1.1	-7
Cc1cc(C)cc(NCc2cc(=O)oc3cc(-c4ccccc4)c(O)cc23)c1	1.5	-13	-2	106	0	4	2	-0.2	16
CCCCC(=O)NC(=O)NC(c1ccccc1)c1ccccc1	-3.7	-1	2	104	2	-1	-29	0.1	-12
Cc1nc(NC(=O)/C=C/c2ccccc2)sc1C(=O)Nc1ccccc1	-1.5	18	-2	98	4	12	-5	1.4	-6
O=C(NCC(=O)N1CCCC(C(F)(F)F)C1)c1ccc(Oc2ccccc2)cc1 (stereo not given)	-1.4	-16	-3	102	-2	15	-32	-1.6	-23
CCOC(=O)C1CCN(C(=O)COc2ccc(S(=O)(=O)NC(C)(C)C)cc2)CC1	-2.0	-3	7	100	4	-11	-20	-4.8	-11
CN(CC(=O)N1CCN(c2cccc(Cl)c2)CC1)S(=O)(=O)c1cccs1	-2.4	3	5	109	-6	3	-23	-2.1	-4
Cn1c(=O)c(=O)n(C)c2cc(S(=O)(=O)N3CCN(c4ccc(F)cc4)CC3)ccc21	-3.6	-7	-3	93	9	14	2	-1.2	-8
CC[n+]1c(C)sc2c3ccsc3ccc21	-1.2	-44	-21	87	11	-5	-8	1.2	-47
NC(=O)c1cc(S(=O)(=O)NCCCc2ccccc2)cs1	-2.6	34	2	104	13	10	-2	1.4	-3
CCOC(=O)CC(NC(=O)c1cc2cc(Br)ccc2oc1=O)c1cccc([N+](=O)[O-])c1 (stereo not given)	-4.3	-11	-2	99	9	20	-3	-1.2	-2
O=C1CCCc2sccc2N1	-3.1	-12	4	98	-2	0	-5	-3.1	-10

# Single values from the entries so far:
# `Cc1ccc2[nH]c(=O)c(C(c3nnnn3C(C)(C)C)N3CCN(C(=O)c4ccco4)CC3)cc2c1` (stereo not given) in VIM-2 inhibitor = -4.7
# `NC(=O)c1cc(S(=O)(=O)NCCCc2ccccc2)cs1` in MEKK3 PB1 HTS = 104

# Further records.
compound	IMP-1 inh	PHOSPHO1 block	IDE act	MEKK3 PB1 HTS	HCV NS3 hel inh	SUMO HTRF inh	FID counter	VIM-2 inhibitor	pCIP destab
O=C(CSc1nnc(Cc2cc(=O)[nH]c(=O)[nH]2)n1-c1ccccc1)N1CCCCC1	-1.6	22	3	98	0	8	-9	0.4	-4
COc1ccc(C(=O)N/C(=C\c2ccccc2)C(=O)N2CCOCC2)cc1	1.2	38	-8	99	3	3	-29	-1.1	4
CCOc1ccc(NC(=O)c2sc(N3CCOCC3)nc2-c2ccccc2)cc1	-4.5	-14	4	123	1	-2	-1	-1.5	-15
CC(C)Oc1cccc(OCCN2C(=O)c3ccccc3C2=O)c1	-2.7	55	-2	107	1	-2	-15	-1.2	-7
COc1cc2c3c(c1OC)C1(C=CC(=NNC(N)=O)C=C1)CC3N(C(C)=O)CC2 (stereo not given)	-2.2	-9	-3	97	10	6	-8	-0.9	-12
Cc1ccc(NC(=O)CN(C)C(=O)Cc2ccc(Cl)c(Cl)c2)cc1	-1.3	19	-4	97	-14	3	-18	-0.1	-11
C/C(CC(=O)NC(C)c1ccccc1)=N\NC(N)=S (stereo not given)	-2.0	22	1	106	-3	-15	-7	-3.3	-1
CC(=O)NNC(=S)Nc1cc(S(=O)(=O)N(C)C)ccc1C	-2.0	-21	-2	89	13	-3	-4	1.1	-7
CCOC(=O)[C@@H]1[C@H]2COc3ccc(Br)cc3[C@@H]2N2C(=O)N(c3ccccc3)C(=O)[C@@]12C	-2.0	-13	5	103	-8	-5	-33	-1.9	-15
Cc1ccccc1N1CCN(C2CCCN(C(=O)CCn3cnnn3)C2)CC1 (stereo not given)	-2.1	42	-4	97	5	0	-12	-1.3	0
CCc1nnc(NC(=O)CSc2nnc(C3CCCCC3)n2-c2ccccc2)s1	-2.7	1	-7	103	3	10	-35	-3.7	-13
O=C(c1ccco1)N1CCN(C(=O)c2cc3cc([N+](=O)[O-])ccc3oc2=O)CC1	-1.4	38	-2	107	0	7	-1	-5.0	-12
CC12CC(NC(=O)N1c1cccc(C(=O)NCc3ccccc3)c1)c1ccccc1O2 (stereo not given)	-2.8	19	x	x	13	8	-14	-2.4	-8
CC1CCN(C(=S)NC(=O)c2ccc(C(C)(C)C)cc2)CC1	-3.3	x	-4	104	-1	19	-27	-5.6	-4
Cc1ccc(-c2cc(C(=O)NCc3ccco3)c3ccccc3n2)s1	-3.4	-4	4	100	10	40	0	-3.3	-2
COc1ccc(C(=O)NC(=S)NCc2ccccc2)cc1OC	-4.3	-19	2	114	-9	-8	-17	-1.3	8
CC(=O)c1sc2nc(-c3ccco3)ccc2c1N	0.1	-4	x	89	68*	70*	-7	2.4	-4
O=C(NCCN1CCOCC1)C1CC(=O)N(c2ccc(F)cc2)C1 (stereo not given)	-4.5	15	0	101	0	10	-3	-3.0	-6
Cc1ccc(-n2c(SCC(=O)Nc3ccc4c(c3)OCCO4)nnc2-c2ccco2)cc1	-2.8	-60	-4	96	-13	11	-31	-2.5	6
COc1ccc2c(C)c(CC(=O)N3C[C@H]4C[C@@H](C3)c3cccc(=O)n3C4)c(=O)oc2c1OC	-5.4	24	2	103	15	46	-18	-1.8	-6
COc1ccccc1CNC(=O)c1ccc(-c2ccccc2C(F)(F)F)o1	-1.5	-11	-2	98	-4	-5	-26	-1.2	-1
O=Cc1cn(CC(=O)N2CCCCCC2)c2ccccc12	-1.5	27	6	94	-2	25	-6	0.1	1
CCOC(=O)c1cc(-c2ccccc2)nn1CCC#N	-2.8	24	1	102	7	-2	-7	-0.5	11
COC(=O)Cn1c2ccc(Cl)cc2c2nc(C)sc21	-4.1	-13	-7	93	-8	6	-3	1.9	-6
COc1ccc(-c2cc(C(F)(F)F)nc(N3CCOCC3)n2)cc1OC	-2.0	45	3	68	-5	2	-3	-1.8	0
CCc1nnc(NS(=O)(=O)c2ccc(Nc3ccc4nonc4c3[N+](=O)[O-])cc2)s1	-3.9	32	6	96	21	14	-16	-1.4	-4
COc1cccc(/C=N/n2nnnc2N)c1O	-3.5	12	-1	104	5	0	-9	-2.2	-12
CC(=O)Nc1nc(SCC(=O)Nc2nnc(C)s2)[nH]c(=O)c1NC(=O)c1cccs1	-3.6	40	5	105	-4	2	-5	-1.7	14
CC1(C)CC(=O)c2cc(C(=O)Nn3cnnc3)c(=O)n(-c3ccccc3)c2C1	-3.5	-30	5	83	13	13	-1	-0.8	-6
O=C(NCCc1ccccc1)c1ccc2c(c1)N(Cc1ccccc1)C(=O)CS2=O (stereo not given)	-2.2	-14	4	104	6	7	-13	-0.7	-14
CCOc1ccc(-c2nnn(CC(=O)NCc3ccc(OC)cc3)n2)cc1OCC	-0.8	-31	-1	101	-8	4	-1	-2.0	0
Cc1cc(=O)[nH]c(N/N=C/c2sccc2C)n1	-4.2	10	5	95	21	16	3	-5.9	-16
COc1ccc(-n2c(=S)[nH]c3cc(C(=O)NCc4ccccc4)ccc3c2=O)c(OC)c1	-4.1	39	-3	101	10	0	-28	-6.4	-19
O=c1nc(-c2ccccc2)c(-c2ccccc2)n[nH]1	-3.3	16	1	98	0	19	-4	-1.3	-3
CC(=O)Nc1cc2ccccc2oc1=O	-0.1	-14	2	108	4	7	-3	0.9	12
CCn1cc(Br)c(-c2nc3ccccc3c(=O)n2N)n1	-3.0	-46	6	100	0	3	2	-7.1	-10
CCN(Cc1ccccc1)C(=O)Cn1c(=O)n(CCC(=O)N2CCCCC2)c(=O)c2sccc21	-2.7	22	3	99	-2	-1	-33	-4.7	-16
CN(CCCNC(=O)CCC(=O)N1CCOc2ccccc21)Cc1ccccc1	-4.9	33	7	102	15	4	3	-3.3	9
CC(=O)c1cccc(NC(=O)N2CCCC2C(=O)NC2CCCCC2)c1 (stereo not given)	-0.2	0	2	112	11	24	-6	-2.2	-12
CCOC(=O)c1cc2sc(C)cc2n1CCCN1C(=O)c2ccccc2C1=O	-2.1	10	2	118	8	-13	-4	-1.2	-5
Cc1cccc(C)c1NC(=S)Nc1c(C)n(C)n(-c2ccccc2)c1=O	-0.2	-12	-1	97	9	-13	-5	-0.5	-3
COc1ccc(C2C(C(=O)c3ccccc3)=C(C)Nc3nc4ccccc4n32)c(OC)c1 (stereo not given)	1.4	6	1	108	-2	5	-1	-2.1	-5
CCOC(=O)c1sc(SC)nc1N	-3.1	6	3	99	0	8	5	0.2	18
CCOc1ccc2c3c(c(=O)oc2c1OCC)CCCC3	-2.1	19	3	109	3	43	-20	2.0	0
O=C(Nc1ccc(Cl)cc1C(=O)NCc1cccnc1)c1ccc(Cl)cc1Cl	-0.1	11	-1	100	-6	-16	-6	-1.9	3
Cc1ccc(NC(=O)CSc2sc3c(O)cc(=O)[nH]c3c2C#N)cc1C	-5.3	19	-1	102	18	2	-10	-2.8	-8
O=C(N/N=C/C1=C(N2CCOCC2)C(=C\c2ccccc2)/CC1)Nc1ccccc1	0.1	5	-2	101	10	13	-1	-1.1	-11
CC(C)NC(=O)CCS(=O)(=O)c1cccc2nonc12	-5.9	5	0	112	-2	-6	0	-5.5	-5
Cc1cc(O)c(C2=Nc3ccccc3SC(c3ccc(Cl)cc3)C2)c(=O)o1 (stereo not given)	-1.4	3	-7	107	3	3	3	-3.5	8
CCCCN(C)CCCNC(=O)C1CCC(CNS(=O)(=O)c2c(C)cc(C)cc2C)CC1 (stereo not given)	-2.1	11	3	105	-42	-6	15	-0.5	2
